SIRT5 inh – SIRT5 desuccinylase inhibitors, primary screen, biochemical, fluorescence imaging, single point, set 5. NAD-dependent protein deacylase sirtuin-5, mitochondrial (Homo sapiens), Q9NXA8. Purified SirT5, succinyl-peptide AMC, trypsin-coupled fluorescence. inhibition, % at 15 µM. 1.1% of 330,000 active. AID 652115, 2013; in the data active = inhibition above about 15%
Target sequence (Q9NXA8 whole entry, looked up): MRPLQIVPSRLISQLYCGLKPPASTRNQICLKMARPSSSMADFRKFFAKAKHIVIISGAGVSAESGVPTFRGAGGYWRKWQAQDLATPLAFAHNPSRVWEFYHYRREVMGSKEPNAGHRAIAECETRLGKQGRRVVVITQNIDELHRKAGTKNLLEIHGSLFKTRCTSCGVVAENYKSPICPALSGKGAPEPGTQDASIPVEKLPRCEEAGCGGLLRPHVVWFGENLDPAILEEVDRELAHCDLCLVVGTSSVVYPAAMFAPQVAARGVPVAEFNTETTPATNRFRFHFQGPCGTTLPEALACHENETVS
FN deposition inh – inhibitors of fibronectin matrix deposition, primary screen, AH1F cells, Alexa488-fibronectin fluorescence, plate reader; inhibition, % at 12.6 µM; AH1F fibroblasts, overnight; 0.086% of 350,000 active;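 active = mean inhibition across replicates of 30% or more, regardless of how many single replicates reach that level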;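 also: positive control wells lacked labelled fibronectin entirely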
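test system = AH1F fibroblasts assembling fluorescent fibronectin matrix | quantity = 10000 AH1F cells per well | buffer or medium = DMEM plus 2% serum, read in PBS | doses = single dose, pinned | incubation = 1 h cell attachment, overnight exposure to compound and label | detection = fluorescence at 485 nm excitation, 525 nm emission | read-out basis = inhibition from reduced deposited-fibronectin fluorescence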
LGR2 inh – inhibitors of bursicon-induced LGR2 CRE-luciferase signal, primary screen, cell-based, HEK293, CRE-luciferase reporter, bursicon stimulation; Drosophila bursicon receptor LGR2 (rickets); bursicon-stimulated, 4 h; inhibition, % at 9.99 µM; 0.35% of 380,000 active;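 active = drop in luminescence signal, shown as inhibition above about 50% in the replicate tests, limit read from the data, passing the limit was not always enough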;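 also: agonist challenge used bursicon conditioned medium at about half maximal strength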
esBAF inh – Bmi1 luciferase reporter increase in mESCs, primary screen, esBAF inhibitor project, mouse ES cells, Bmi1 luciferase knock-in, single point; 24 h; 100% = twice the neutral-well signal; reporter increase, % at 12.5 µM; 2% of 350,000 active; in the data active = activation above about 40%;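 also: 0% = median of the plate's neutral control wells and 100% = double that signal; a rise in the Bmi1 reporter signal indicates esBAF inhibition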
S100A4 MyoIIA – inhibitors of S100A4-myosin IIA peptide binding, primary screen, biochemical, fluorescence polarization, TAMRA-MyoIIA peptide; Protein S100-A4 (Homo sapiens), P26447; inhibition, % at 10.7 µM; 0.14% of 360,000 active;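 active = mean inhibition of at least 70% across replicates, with every replicate also reaching that level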
Target sequence (P26447 whole entry, looked up): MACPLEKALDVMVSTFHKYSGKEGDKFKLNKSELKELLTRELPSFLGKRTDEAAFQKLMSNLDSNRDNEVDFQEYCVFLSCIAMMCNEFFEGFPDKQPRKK
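incubation = readout 5 min after mixing, signal stable up to 60 min | system = S100A4 monomer protein | buffer or medium = HEPES pH 7.2 with CaCl2, KCl, NaCl, DTT, Triton | benchmarks = neutral control DMSO, positive control TFP | also added = fluorescent myosin IIA peptide, 5 nM | compound dosing = one concentration per compound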
Statin myotox sup – suppressors of statin myotoxicity in C2C12 myotubes, primary screen, cell-based, single point, plate reader; 0.78% of 330,000 active; C2C12 myotubes + simvastatin, ATP luminescence, 48 h; scaled: DMSO 0, geranylgeraniol control 100; rescue of ATP level, % at 7.49 µM;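 active = mean ATP rescue above about 67%, or every replicate alone reaching that limit, limit read from the data, passing the limit was not always enough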;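 also: myotubes were challenged with 10 µM simvastatin during compound exposure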
Casp6 inh – human caspase-6 inhibitors, primary screen, biochemical, VEID-R110 fluorescence, single point, set 2. inhibition, % at 12.5 µM. purified caspase-6, Z-VEID-R110 cleavage fluorescence. 0.53% of 350,000 active;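 active = mean inhibition across replicates at least about 35%, with every replicate also reaching that limit, limit read from the data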;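 also: 0% = median of neutral control wells and 100% = no fluorescence left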
Target sequence (P55212 24-179 limits assumed): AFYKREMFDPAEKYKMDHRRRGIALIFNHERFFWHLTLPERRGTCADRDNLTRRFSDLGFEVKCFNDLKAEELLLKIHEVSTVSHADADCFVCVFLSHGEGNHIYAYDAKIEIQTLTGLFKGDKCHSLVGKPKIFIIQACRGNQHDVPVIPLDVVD
Target sequence (P55212 194-293 limits assumed): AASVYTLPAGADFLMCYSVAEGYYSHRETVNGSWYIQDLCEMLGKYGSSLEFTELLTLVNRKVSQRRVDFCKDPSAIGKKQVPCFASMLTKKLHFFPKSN
The depositor's hits bear a star; . = not tested or not shown; & = joins results of further samples. Only part of the results is shown; rates above refer to the full screens.

SMILES	SIRT5 inh	FN deposition inh	LGR2 inh	esBAF inh	S100A4 MyoIIA	Statin myotox sup	Casp6 inh
C=CCn1cc(-c2cccc(C(F)(F)F)c2)cc(C#N)c1=O	-8.6	-20.5	12.9	-7.8	9.0	5.1	1.6
CCN(C(=O)COC(=O)/C=C/c1cccc(Cl)c1)c1c(N)n(Cc2ccccc2)c(=O)[nH]c1=O	-11.2	.	4.9	-1.0	-4.4	5.3	-2.5
CN(C)S(=O)(=O)N1CCC(Oc2ccc(C(=O)NC3CCCCC3)cc2)CC1	-4.6	-1.5	-9.9	.	-1.1	.	2.6
CC(=O)Nc1ccc(N(C(=O)Cc2cccs2)C(C(=O)NC2CCCC2)c2ccncc2)cc1 (stereo not drawn)	.	-0.4	-15.1	-0.8	-1.0	4.2	1.1
CC(=O)N[C@H]1CC[C@@H](CC(=O)NCC2CCCCC2)O[C@@H]1CO	-0.6	18.7	-3.3	-3.3	-1.7	4.8	-2.0
Cc1onc(-c2ccccc2)c1C(=O)N/N=C/C=C/c1ccccc1	-4.7	5.8	6.0	.	-3.5	.	-2.6
O=C(CSc1nnc(C2CC2)n1-c1ccccc1)NCCN1C(=O)CSC1=O	-3.5	4.1	17.9	.	-1.7	.	.
Cc1cc(C)c2[nH]c(C)c(CN3CCCCCC3)c(=O)c2c1	-3.0	1.9	11.5	-9.1	-2.6	-0.2	-49.4
O=C(Nc1ccccc1F)N[C@H]1CC[C@H](CC(=O)N2CCCCC2)O[C@H]1CO	0.7	-0.6	-3.5	-0.2	-1.5	2.2	-3.7
CS/C(=N\S(=O)(=O)c1cccs1)Nc1cccc(Cl)c1C	-0.6	-6.2	3.1	-8.5	0.5	-1.8	6.7
O=C(C1CC1)N1CC(=O)N2[C@@H](CO)[C@@H](c3ccc(C#CCc4ccccc4)cc3)[C@@H]2C1	4.6	-16.2	13.5	.	14.7	.	1.8
O=C(Cn1cnc2ccccc2c1=O)NNC(=O)c1ccccc1	-2.2	-3.7	2.9	.	-1.5	.	-4.2
O=C(CSc1n[nH]c(-c2ccncc2)n1)Nc1ccccc1C(F)(F)F	-1.3	-1.6	-7.3	2.2	-0.1	3.4	2.5
CCCCNC(=O)[C@]1(C)CCC[C@@]2(C)C3CC[C@@]4(C)C[C@]3(CCC21)CC4=O (stereo partly drawn)	-2.7	-3.8	3.5	-6.9	4.2	1.5	7.1
N#Cc1ccc(-c2ccc(F)cc2)nc1Oc1ccccc1	.	1.2	.	-7.5	.	-10.2	.
CCN(CC)CCCNC(=O)c1[nH]c2ccccc2c1Sc1ccc(Cl)cc1	0.2	-9.4	-0.2	-5.7	-2.9	2.3	-68.1
O=C1NCC(COCc2ccco2)O1 (stereo not drawn)	7.6	.	2.9	.	0.8	.	0.5
Cc1ccc(NC(=S)NCCN2CCOCC2)cc1F	-0.5	2.9	-10.4	1.2	-8.7	7.5	-0.4
CCC(=O)N1C[C@@H](C)[C@@H](OC)CN(C)C(=O)c2ccc(NC(=O)C3CCCCC3)cc2OC[C@H]1C	-6.8	-0.1	10.0	-1.6	4.6	3.4	-2.8
CCCCCCCOC(=O)C1=C(C)Nc2ncnn2C1c1cccs1 (stereo not drawn)	.	-8.0	.	-17.5	.	-4.1	.

By substructure: the compounds so far with two or more sulfur atoms.
SMILES	SIRT5 inh	FN deposition inh	LGR2 inh	esBAF inh	S100A4 MyoIIA	Statin myotox sup	Casp6 inh
O=C(CSc1nnc(C2CC2)n1-c1ccccc1)NCCN1C(=O)CSC1=O	-3.5	4.1	17.9	.	-1.7	.	.
CS/C(=N\S(=O)(=O)c1cccs1)Nc1cccc(Cl)c1C	-0.6	-6.2	3.1	-8.5	0.5	-1.8	6.7

Complete entries, looked up by structure.
Listed for CCN(C(=O)COC(=O)/C=C/c1cccc(Cl)c1)c1c(N)n(Cc2ccccc2)c(=O)[nH]c1=O : SIRT5 inh: -11.2; FN deposition inh: .; LGR2 inh: 4.9; esBAF inh: -1.0; S100A4 MyoIIA: -4.4; Statin myotox sup: 5.3; Casp6 inh: -2.5
Listed for CS/C(=N\S(=O)(=O)c1cccs1)Nc1cccc(Cl)c1C : SIRT5 inh: -0.6; FN deposition inh: -6.2; LGR2 inh: 3.1; esBAF inh: -8.5; S100A4 MyoIIA: 0.5; Statin myotox sup: -1.8; Casp6 inh: 6.7
Listed for CC(=O)Nc1ccc(N(C(=O)Cc2cccs2)C(C(=O)NC2CCCC2)c2ccncc2)cc1 (stereo not drawn) : SIRT5 inh: .; FN deposition inh: -0.4; LGR2 inh: -15.1; esBAF inh: -0.8; S100A4 MyoIIA: -1.0; Statin myotox sup: 4.2; Casp6 inh: 1.1

Next compounds follow.
SMILES	SIRT5 inh	FN deposition inh	LGR2 inh	esBAF inh	S100A4 MyoIIA	Statin myotox sup	Casp6 inh
Cc1ccc(S(=O)(=O)N(C)C[C@@H]2Oc3ccc(NC(=O)CCCN(C)C)cc3C(=O)N([C@@H](C)CO)C[C@@H]2C)cc1	5.5	2.2	14.8	-1.1	9.3	9.0	-0.2
Cc1cc(C(C)(C)C)n2nc(C)c(-c3ccccc3)c2n1	-4.9	2.7	-2.0	-13.5	-2.2	-39.8	-4.6
Cc1nn(C)c(=S)n1-c1ccc(Cl)cc1	0.7	-2.5	13.2	.	-0.2	.	3.7
Nc1nonc1C(=O)N1CCCCC1	-4.5	-0.9	-8.5	-0.5	-4.5	8.1	-2.3
Cc1cc2c(c(=O)o1)[C@@]1(C(=O)N(c3ccccc3)c3ccccc31)C1=C(CCCC1=O)O2	.	-5.8	-12.8	.	0.5	.	-0.2
Cn1c(-c2ccc(Cl)nc2)nc2cc(Cl)ccc21	-4.0	10.2	6.0	10.8	4.8	-12.9	1.6
N[C@H]1CC[C@H](CCn2cc(C3CCCCC3)nn2)O[C@@H]1CO	2.0	12.1	1.6	2.3	-1.3	-0.5	-1.1
C[C@H]1CN([C@@H](C)CO)C(=O)c2cccc(NS(=O)(=O)c3cn(C)cn3)c2O[C@H]1CN(C)S(=O)(=O)c1cn(C)cn1	-3.0	.	3.6	1.0	-2.7	-7.3	2.4
Cc1noc(C)c1NC(=O)Nc1ccc2c(c1)C(=O)N([C@H](C)CO)C[C@@H](C)[C@@H](CN(C)S(=O)(=O)c1ccc(F)cc1)OCCCC[C@@H](C)O2	-0.2	2.9	24.6	0.9	-4.6	.	-0.4
Cc1ccc(F)cc1NC(=O)CSc1nc(Nc2ccccc2)nc(N2CCOCC2)n1	-2.9	8.4	3.1	10.6	4.4	3.4	-4.6
O=C(CCCN1C(=O)/C(=C\c2cccc(Br)c2)SC1=S)Nc1ccc(C(=O)O)cc1	0.8	11.6	8.8	3.7	3.8	-2.7	1.8
CCc1ccccc1NC(=O)Cn1nnc(C(=O)NCc2cccc(OC)c2)c1N	4.3	-6.0	15.1	1.2	3.8	9.9	-5.0
CN1CCC(OC(c2ccccc2)c2ccccc2)CC1	-1.3	-7.9	8.6	4.6	4.9	-0.8	-0.2
CCN(CC)CCCNC(=O)c1ccc(N2CCCCC2)c(NS(=O)(=O)c2ccc(C)cc2)c1	-2.9	-17.3	-10.2	.	-2.1	.	-12.1
O=[N+]([O-])c1ccc(NCCCNS(=O)(=O)c2ccccc2)cc1	-0.7	.	4.4	-10.2	0.6	-9.0	-0.2
Cn1cc(C(=O)Nc2ccc(C#N)cc2)c2ccccc2c1=O	-1.1	0.7	0.2	3.2	1.4	3.2	1.7
CC1(c2ccccc2)NC(=O)N(NC(=O)CSc2n[nH]c(N)n2)C1=O (stereo not drawn)	3.1	3.7	-10.5	-4.5	1.1	3.9	2.2
Nc1nc(SCc2cccc([N+](=O)[O-])c2)n[nH]1	3.5	5.1	-13.4	6.4	0.9	6.2	-1.4
CC/C(C)=N/Nc1nc2c(c(=O)[nH]c(=O)n2C)n1CCc1ccccc1	-5.8	4.9	.	-6.0	-7.0	17.0	3.3
CO[C@H]1CN(C)C(=O)c2ccc(NC(=O)Nc3ccccc3F)cc2OC[C@H](C)N(C(C)=O)C[C@H]1C	-0.3	.	10.3	-2.6	-0.3	9.0	-0.3
Cc1ccc2cn[nH]c2c1NC(N)=S	0.0	-9.9	4.6	.	0.4	.	3.4
COc1ccc2c3c([nH]c2c1)[C@H](CO)N(Cc1nccs1)CC31CCN(Cc2ccncc2)CC1	1.7	.	-5.3	.	16.9	.	-9.2
CC(C)C[C@H](N)c1nnc(SCc2ccc(Cl)cc2)o1	-3.7	-6.1	11.3	.	-15.1	.	-21.9
CCN1CCN(S(=O)(=O)Cc2ccccc2)CC1	.	-9.9	-7.5	7.0	.	-7.8	.
CCOC(=O)c1sc(NC(=O)C(C)(C)C)cc1C	-0.9	-7.5	-61.6	57.3*	0.2	-2.6	-0.6
CC(C)NC(=O)Nc1cccc2c1O[C@H](CN(C)C(=O)Nc1ccccc1)[C@@H](C)CN([C@H](C)CO)C2=O	.	10.9&12.9	8.9&-7.1	-2.8&9.7	20.7	11.3&19.9	-1.1
Cc1cccc(C(=O)NC2CCN(C(=O)Nc3ccccc3C)CC2)c1	1.4	-4.2	-34.2	.	5.2	.	1.5
CCOC(=O)c1ccc(NC(=O)c2ccc(OC(C)C)c(OC)c2)cc1	1.7	.	-7.8	.	-7.2	.	-1.6
O=C(NCc1ccco1)c1ccc(Cl)nc1	-0.3	-3.5	-2.8	.	-0.5	.	0.5
COC(=O)c1cc([N+](=O)[O-])ccc1N1CCN(Cc2ccccc2)CC1	.	19.0	7.5	0.2	.	-5.6	.
Nc1ncc(-c2ccccc2)c(-c2ccc(O)cc2O)n1	0.5	2.3	3.6	-5.9	1.6	-1.4	3.4
CC1CCc2cc(F)ccc2N1C(=O)c1ccncc1 (stereo not drawn)	.	2.4	-11.2	6.5	.	0.0	.
CCN(CC)S(=O)(=O)c1ccc(Cl)c(NC(=O)COC(=O)c2ccc(O)cc2)c1	-1.0	1.0	1.0	.	5.3	.	1.4
CC(=O)NCCc1nc2cc(NS(=O)(=O)c3ccccc3)ccc2n1C	-3.9	1.8	-30.0	1.7	-9.7	-6.7	-0.4
CCCCC1NC(C(=O)O)CS1 (stereo not drawn)	-4.1	-1.6	-4.4	0.9	-3.4	2.4	6.7
COC(=O)C[C@H]1CC[C@@H](NS(=O)(=O)c2ccccc2F)[C@@H](CO)O1	1.1	-1.1	-4.1	-1.1	1.4	5.9	1.0
COc1ccc(/C=C/C(=O)OCC(=O)NC(C)CCc2ccccc2)cc1OC (stereo not drawn)	2.9	-1.2	-11.3	1.5	-25.3	-0.2	2.0
NC(=O)c1ccc(NC(=O)CNCc2ccccc2Cl)cc1	-0.3	2.3	-9.7	6.6	-1.5	-3.6	0.6
NC(=O)CN1N=C(c2cc(Cl)sc2Cl)CSC1=O	.	-7.9	.	-7.2	.	-4.2	.
Cc1c(Cl)cccc1NC(=O)Cc1ccc([N+](=O)[O-])cc1	-4.7	-2.7	3.1	-0.2	0.5	2.4	-2.2

Next section (2 carried over from the part before).
SMILES	SIRT5 inh	FN deposition inh	LGR2 inh	esBAF inh	S100A4 MyoIIA	Statin myotox sup	Casp6 inh
NC(=O)CN1N=C(c2cc(Cl)sc2Cl)CSC1=O	.	-7.9	.	-7.2	.	-4.2	.
Cc1c(Cl)cccc1NC(=O)Cc1ccc([N+](=O)[O-])cc1	-4.7	-2.7	3.1	-0.2	0.5	2.4	-2.2
Cn1cccc1CNCc1ccccc1Cl	.	0.9	-1.2	4.1	.	-2.1	.
Cn1ncc(Br)c1C(=O)NCc1cccs1	-0.5	.	-5.9	-3.0	2.0	9.5	-0.3
Cn1c(=O)[nH]c(=O)c2c1nc(SCCN1CCCCC1)n2CCCc1ccccc1	.	.	2.3	7.0	.	-7.1	.
CCOC(=O)CSc1nc2c(sc(=S)n2-c2ccc(CC)cc2)c(=O)[nH]1	4.1	6.0	9.5	-3.7	0.9	29.9	4.3

Screens deposited in PubChem by Broad Institute.
